Bioassay records from PubChem BioAssay.
Giardia killer: Small Molecules that selectively kill Giardia lamblia: qHTS. Giardia lamblia trophozoite viability. activity change, % at 7.66 µM, hits read low. 340,000 tested, 0.15% active; in the data active means activity change below about -80%; inconclusive means between about -30% and that limit;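 further: parasites exposed to compound for two days anaerobically before the ATP read; on the % scale 0 is the no-effect control and ±100 the full control effect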
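Luminescent ATP signal served as the viability read-out, measured 15-30 min after adding ATP detection reagent to trophozoites that had been incubated with compounds for 48 hrs at 37 deg C anaerobically at 100 cells/well.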
TCR activator: Activators of T cell receptors: qHTS campaign. primary human leukocytes, anti-CD3, IL-2 HTRF, 48 h. Potency, µM (top dose mostly 9.22 µM), for inactives: top-dose activation of IL-2 secretion, usual class: activators. 330,000 tested, under 10 active. AID 504894, 2011; further: % of control where 0% means no effect
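IL-2 release read by HTRF sandwich (Eu cryptate donor, d2 acceptor, 665 nm emission) after 48 hr exposure of primary human leukocytes to compound together with anti-CD3 beads in the absence of co-stimulatory signals.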
Coupling enz: qHTS Assay for Inhibitors of Fructose-1,6-bisphosphate Aldolase from Giardia Lamblia: Coupling assay counterscreen; coupling enzyme system counterscreen, AmpLite Red fluorescence; activity change, negative = inhibition, % at 58.2 µM, hits read low; 290,000 tested, 0.67% active; in the data active means activity change below about -30%; further: on the % scale 0 is the no-effect control and ±100 the full control effect
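Compounds tested against the coupling enzymes alone at 57.5 uM final; readout was AmpLite Red fluorescence (525/598 nm) after 20 min at RT.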
hERG WT inh: qHTS for Inhibitors of KCHN2 3.1: Wildtype qHTS. Voltage-gated inwardly rectifying potassium channel KCNH2 (Homo sapiens), Q12809. U2OS, BacMam KCNH2, thallium flux FluxOr; stronger effect = lower value. activity change, % at 1.84 µM. 340,000 tested, 0.37% active. AID 720551, 2013;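 active means maximum activity change below -70%; inconclusive means maximum activity change between -70% and -50%; inactive means maximum activity change above -50%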; further: on the % scale 0 is the no-effect control and ±100 the full control effect
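U2OS cells transduced with wild-type KCNH2 virus are loaded with FluxOr dye for 45 min, and thallium flux is measured in kinetic reads before and after stimulation buffer. Rate constants are normalized to DMSO controls.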
A-T KAP1 phos: qHTS Assay for Identifying a Potential Treatment of Ataxia-Telangiectasia; AID 485349, 2010; […] A-T fibroblasts, KAP-1 phosphorylation AlphaLISA; neocarzinostatin DNA damage 30 min before lysis; Potency, µM (titrated, usually from 57.5 µM), for inactives: top-dose activation, usual class: activators; 320,000 tested, 0.19% active; further: potency means the concentration at half of the fitted maximal effect; % of control where 0% means no effect; nearly all actives have a fitted effect of over 45% in size
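ATM-like activity read as KAP-1 phosphorylation via AlphaLISA donor/acceptor antibody pairs after lysis and 6 hr at 25C. Cells were ATM-null patient fibroblasts ([…], hTERT), dosed 60 min, then exposed to the DSB inducer NCS for 30 min.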
BCR signal inh: qHTS Assay to Find Inhibitors of Chronic Active B-Cell Receptor Signaling; ABC-DLBCL IkBa-CBG/CBR reporter, luminescence ratio, 4 h; Potency, µM (series often up to 46.1 µM), without a hit: at the top dose ratio change, negative = lower green/red ratio, actives largely listed as inhibitors; 340,000 tested, 0.05% active; active means well fitted inhibition curve with a large enough effect in the signal ratio, with a control signal flat, not every such curve was filed as active; inconclusive means small, poorly fitted or top-dose-only effect, or effect the other way, or a change in a side signal; the % refers to the signal ratio;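 further: potency means the concentration at half of the fitted maximal effect; plate controls were basal doxycycline-induced cells for no effect and cells given 10 µM MG132 for full effect; MG132 reads +100%, hits lower the ratio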
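Doxycycline induced both beetle luciferases in TMD8 lymphoma cells; IKK-driven degradation limits the IkappaBalpha-fused green signal, while red luminescence normalises for cell number and nonspecific effects. Compounds tested up to 46 uM, 4 hrs.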
Tb PFK block: qHTS Assay to Find Inhibitors of T. brucei phosphofructokinase. ATP-dependent 6-phosphofructokinase (Trypanosoma brucei brucei), O15648. T. brucei PFK, ADP-Glo luminescence. Potency, µM (titrated, usually from 57.5 µM), for inactives: at the top dose activity, negative = inhibition, hits mostly inhibitors. 330,000 tested, 0.17% active. AID 485367, 2010;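 further: potency means the concentration at half of the fitted maximal effect; 0% = uninhibited 1x PFK enzyme wells and -100% = no-enzyme wells; nearly all actives have a fitted effect of over 60% in size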
Target sequence (O15648 whole entry, looked up): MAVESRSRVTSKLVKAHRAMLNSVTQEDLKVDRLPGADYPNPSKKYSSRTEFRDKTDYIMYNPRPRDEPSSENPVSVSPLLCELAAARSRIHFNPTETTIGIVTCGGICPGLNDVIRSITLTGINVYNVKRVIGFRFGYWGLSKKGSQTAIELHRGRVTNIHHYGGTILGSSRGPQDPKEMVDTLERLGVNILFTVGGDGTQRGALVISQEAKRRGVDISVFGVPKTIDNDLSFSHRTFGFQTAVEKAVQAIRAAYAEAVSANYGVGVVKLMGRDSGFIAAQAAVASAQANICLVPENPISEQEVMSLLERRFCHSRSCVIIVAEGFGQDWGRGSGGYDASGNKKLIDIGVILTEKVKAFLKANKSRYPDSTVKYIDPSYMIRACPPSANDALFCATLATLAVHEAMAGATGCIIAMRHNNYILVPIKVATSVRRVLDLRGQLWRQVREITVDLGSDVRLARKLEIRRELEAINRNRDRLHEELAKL
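ADP-Glo luminescence quantified ADP after 45 min at room temperature, with 1.25 nM T. brucei PFK, 0.1 mM ATP and 0.5 mM fructose-6-phosphate in pH 8.0 TEA buffer. qHTS titrations up to 57 µM; curves classified by quality.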
TSHR antag: Antagonists of the Thyroid Stimulating Hormone Receptor: HTS campaign. 330,000 tested, 0.2% active. activity change, negative = inhibition, % at 11.5 µM. TSHR-expressing cells, TSH-stimulated cAMP HTRF, 2 h; stronger effect = lower value;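 active means activity change below a set negative limit, meaning inhibition stronger than a set level, cut at about -70% in these data; inconclusive means activity change between two set negative limits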; further: on the % scale 0 is the no-effect control and ±100 the full control effect
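Read-out is FRET at 665 nm (cryptate excitation 337 nm) from a cryptate-tagged anti-cAMP antibody, competed by cell cAMP against cAMP-d2. Compounds are tested on freshly harvested TSHR cells challenged with 4nM TSH (EC80) for 2 hours at 37 deg C.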
CXXC DNA block: qHTS Fluorescence Polarization Assay for Inhibitors of MLL CXXC domain - DNA interaction; MLL-CXXC / FITC-HOXA9 DNA fluorescence polarization; Potency, µM (titrated, usually from 115 µM), for inactives: top-dose activity change, negative = inhibition, actives largely listed as inhibitors; 290,000 tested, 0.037% active; AID 2662, 2010; active means well fitted inhibition curve with a large enough effect in the polarisation, with a control signal flat, not every such curve was filed as active; inconclusive means small, poorly fitted or top-dose-only effect, or effect the other way, or a change in a side signal; inactive means no such curve, though single readings can be large or run the other way; the % refers to the polarisation; further: potency means the concentration at half of the fitted maximal effect
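Fluorescence polarization: 7 uM MLL-CXXC (stock) preincubated 5 min with compounds, then 50 nM fluorescein-HOX-A9 DNA (stock) added; 30 min ambient. Buffer 50 mM Tris-HCl pH 7.5, 50 mM NaCl, 1 mM DTT, 0.05% BSA.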
GALK inh: qHTS Assay for Inhibitors of Human Galactokinase (GALK). P51570. Purified GALK, Kinase-Glo residual ATP luminescence. Potency, µM (top dose mostly 57.5 µM), without a hit: at the highest dose activity change, negative = inhibition, hits mostly inhibitors. 270,000 tested, 0.007% active. AID 1868, 2009; further: potency means the concentration at half of the fitted maximal effect; on the % scale 0 is the no-effect control and ±100 the full control effect
Target sequence (P51570 whole entry, looked up): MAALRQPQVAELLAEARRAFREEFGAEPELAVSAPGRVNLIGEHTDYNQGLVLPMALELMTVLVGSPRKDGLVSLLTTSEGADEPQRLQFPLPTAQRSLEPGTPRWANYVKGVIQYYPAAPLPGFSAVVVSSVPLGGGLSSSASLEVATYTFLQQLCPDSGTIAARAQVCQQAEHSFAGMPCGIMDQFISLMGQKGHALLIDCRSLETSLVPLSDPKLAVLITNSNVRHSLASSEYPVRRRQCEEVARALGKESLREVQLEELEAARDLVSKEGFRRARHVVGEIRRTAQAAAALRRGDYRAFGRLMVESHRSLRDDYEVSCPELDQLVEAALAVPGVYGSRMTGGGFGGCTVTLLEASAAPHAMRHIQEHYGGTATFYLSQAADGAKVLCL
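GALK at 5 nM final was combined with compound, 35 uM ATP and 100 uM galactose in HEPES pH8.0 with MgCl2 and DTT. The reaction ran one hour at room temperature before luminescent ATP detection.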
The depositor's hits bear a star; u = inconclusive; x = no result given; [ ] = remark or other dose. Unless noted, the call rests on the fitted dose curve; in most records, active means well fitted curve in the direction sought with a large enough effect; inconclusive means small, poorly fitted or top-dose-only effect, or another doubt; inactive means no such curve, though single readings can be large; an effect the other way counts as inactive or inconclusive.

compound	Giardia killer	TCR activator	Coupling enz	hERG WT inh	A-T KAP1 phos	BCR signal inh	Tb PFK block	TSHR antag	CXXC DNA block	GALK inh
O=C(NCCc1ccc(F)cc1)c1coc(=O)c(Br)c1	25	-3%	-3	6	-8%	u	0%	-1	-13%	x
COc1ccc(NC(=O)C2CCCN(S(=O)(=O)c3cccc4cccnc34)C2)c(OC)c1 (stereo not drawn)	16	1%	0	1	3%	-5%	2%	-9	5%	2%
Cc1ccc(NS(=O)(=O)c2ccc(Br)s2)nc1	-12	8%	-37*	4	3%	1%	-7%	1	-9%	2%
Cc1cc(OCc2cc(C(=O)N(C)CCCN3CCOCC3)no2)cc(C)c1Cl	-30	2%	-2	33	-2%	-21%	-1%	0	-5%	4%
COc1ccc(C)cc1S(=O)(=O)N(C)CC(=O)N1CCCCCC1	3	3%	0	13	0%	u	7%	8	-3%	-2%
COc1ccc(C(=O)NCc2ncccc2C)cc1OC1CCN(C(C)=O)CC1	4	1%	-2	5	-1%	0%	4%	9	-1%	-7%
CCC(CC)c1nnc(NC(=O)c2cccc(S(=O)(=O)N3CCOCC3)c2)s1	0	0%	x	1	18%	2%	2%	-9	x	x
O=C(NCCc1ccccc1)C1CC(=O)N(CCc2ccccc2)C1 (stereo not drawn)	3	-5%	3	-3	1%	2%	2%	22	-12%	-4%
Cc1cc(C)n2nc(C(=O)Nc3ccc(S(=O)(=O)N4CCCCC4)cc3)nc2n1	11	2%	0	-8	1%	-6%	3%	-5	10%	-2%
CCn1c(/C(C#N)=C(\O)CCc2ccccc2)nc2ccccc21	-2	4%	-1	2	-1%	u	-2%	-9	13%	-1%
Cc1ccc(NC(=S)N(CCN(C)C)Cc2cccs2)cc1C	1	x	3	-2	5%	0%	-6%	2	16%	8%
CCC(C)NC(=O)CCn1ccc2cc(S(=O)(=O)N3CCCC3)ccc21 (stereo not drawn)	-3	-7%	0	0	-1%	9%	-2%	28	6%	0%
O=C(c1cc(Br)ccc1O)N1CCN(S(=O)(=O)Cc2ccccc2)CC1	12	-4%	x	-1	6%	u	1%	-9	x	x
Cc1ccc(C(=O)NCC(=O)Nc2ccc3c(c2)CCC3)cc1C	21	-6%	x	-1	5%	16%	-13%	-16	x	x
COc1ccc2c(C)c(C(=O)N3CC[C@@H](N4CCC(O)CC4)[C@H](O)C3)oc2c1	8	-5%	1	6	0%	-4%	-8%	-7	8%	-3%
CC(C)S(=O)(=O)c1csc(C(=O)NNC(=O)Nc2ccccc2)c1Cl	5	-1%	x	0	-1%	0%	-2%	0	-9%	-2%
COc1ccc(C2C(C(=O)Nc3ccc(F)cc3)=C(C)Nc3nc(CCCO)nn32)cc1 (stereo not drawn)	-4	3%	-2	6	26%	u	1%	13	15%	2%
O=C(CSc1ccccc1C(=O)N1CCN(c2ccccc2)CC1)N1CCCC1	-3	4%	x	-3	-7%	1%	-1%	17	x	x
CS(=O)(=O)N1CCN(c2ncccn2)CC1	-16	-5%	2	-24	-2%	-8%	1%	1	-1%	-2%
C/C(=N\NC(=O)C1CC1(c1ccccc1)c1ccccc1)c1cccc([N+](=O)[O-])c1 (stereo not drawn)	2	4%	4	-1	-6%	0%	14%	-3	5%	1%
CCOc1nc(NC(=O)NS(=O)(=O)c2cccc(Cl)c2)nc(-c2ccccc2)n1	6	-4%[46.1 µM]	3	1	2%	2%	-18%	6	-4%	1%
CCc1nnc(NC(=O)CSc2nnc(C3CC3)n2C)s1	4	-8%	x	-2	-9%	1%	0%	1	-3%	-2%
O=C(CCS(=O)(=O)Cc1ccccc1F)NCCc1ccc(Cl)cc1	-3	7%	3	2	3%	1%	-17%	4	3%	x
O=C(NCC1CCCO1)c1ccc2nc(N3CCCCC3)sc2c1 (stereo not drawn)	-30	0%[46.1 µM]	-1	-4	14%	u	-7%	-4	5%	0%
Cc1cccc(C(=O)Nc2ccc(N3CCC(CCN4CCOCC4)CC3)c(C(=O)O)c2)c1	x	x	x	x	-6%	u	u	9	x	x
COc1ccc(N(C)C(=O)c2cc3c(s2)-c2ccccc2S(=O)(=O)C3)cc1	-1	-16%	4	-22	8%	u	6%	-6	0%	x
COc1ccccc1C(=O)NCC(=O)Nc1ccc2c(c1)CCC2	5	x	x	0	-7%	u	1%	7	x	x
CS(=O)(=O)c1ccc(S(=O)(=O)N2CCC(CO)(CCCc3ccccc3)CC2)cc1	-6	7%	6	0	-4%	-1%	-4%	-16	-2%	6%
O=C(CCN1C(=O)/C(=C/c2ccc3c(c2)OCO3)SC1=S)Nc1ccc(C(=O)O)cc1	10	-1%	3	2	-47%	u	-2%	-11	-6%	0%
Cc1ccc(NS(=O)(=O)c2cc(C(=O)N(C)C)ccc2C)cc1C	-24	1%	1	-1	-3%	-2%	1%	1	9%	4%
O=C(Cn1cc2c(n1)CCCC2)NCc1cccnc1	-15	1%[46.1 µM]	3	-2	15%	11%	6%	13	-3%	0%
CCCNC(=S)N1CCN(C(c2ccccc2)c2ccccc2)CC1	-10	-3%[46.1 µM]	7	-2	0%	0%	-6%	-3	-5%	1%
O=C(N/N=C/c1cc([N+](=O)[O-])ccc1O)c1c[nH]c2ccccc12	-29	-2%	0	1	-15%	-1%	-19%	-7	-7%	x
O=C(COC(=O)Cc1ccc(-c2ccccc2)cc1)NCc1ccccc1	7	7%[46.1 µM]	2	6	-3%	u	0%	6	0%	1%
CC1(c2nnc(-c3cccc(Cl)c3)o2)CC(c2ccc(OC(F)(F)F)cc2)=NO1 (stereo not drawn)	1	0%	1	6	x	21%	1%	-2	-9%	x
O=C(CN(C(=O)CNC(=O)c1cccs1)c1ccc(F)cc1)NC1CCCC1	5	-8%	5	2	4%	u	-2%	-5	3%	6%
Cc1ccc(N=Cc2cccc(O)c2O)c(C)c1	-14	x	-28	x	7%	3%	-25%	-16	-11%	-3%
O=C(NC(=S)N1CCN(CCO)CC1)C12CC3CC(CC(C3)C1)C2	-16	-1%	2	2	7%	-2%	-15%	18	-7%	2%
COc1ccc(OC)c(Nc2nnc(C)c(=O)[nH]2)c1	-7	-1%	-2	-3	-2%	6%	1%	9	0%	6%
CCOC(=O)c1c(C)[nH]c(C(=O)OCC(=O)NCCc2ccc(OCC)c(OCC)c2)c1C	3	1%	x	-9	0%	1%	-1%	-10	x	x
C[C@@H]1C=C(C(=O)NCc2ccccc2)O[C@H](OCc2ccc(CO)cc2)C1	-8	2%	-2	x	4%	15%	-3%	-3	-17%	1%
O=C(Nc1ccc(F)cc1)c1sc2cc(C(F)(F)F)cnc2c1-c1cccs1	17	2%	3	-4	x	u	7%	2	0%	2%
CC1=C/C(=C(/c2ccc(O)c(C)c2)c2ccccc2S(=O)(=O)O)C=CC1=O	-8	6%	x	-8	-5%	u	1%	22	x	x
CC1(C(=O)OCC(=O)Nc2cccc(S(=O)(=O)NC3=NCCCCC3)c2)CC1(Cl)Cl (stereo not drawn)	-9	0%	2	2	-7%	u	8%	5	-7%	4%
O=C(CN1C(=O)NC(CCc2ccccc2)C1=O)NC1CC1 (stereo not drawn)	-6	-3%	2	6	-7%	3%	5%	18	-9%	-3%
Cc1ccnc(NS(=O)(=O)c2ccc(NC(=O)C3CC3)cc2)n1	9	-2%	x	-9	-1%	4%	1%	-4	-8%	-2%
Cc1cc(C)c([N+](=O)[O-])cc1-c1ccc(/C=N/NC(=O)c2nonc2N)o1	-2	-1%	3	-7	-2%	u	1%	-22	0%	1%
O=C(C1CC1)N1CCc2cc(Br)cc(S(=O)(=O)NCC3COc4ccccc4O3)c21 (stereo not drawn)	8	3%	1	0	3%	-11%	9%	-7	21%	0%
S=c1[nH]nc(COc2ccc3ccccc3c2)o1	24	2%[46.1 µM]	13	14	-7%	u	u	-6	4%	-1%
COc1cc(NC(=O)CCN2CCN(C)CC2)cc(OC)c1	-8	13%	0	-7	1%	-1%	-1%	33	-2%	-2%
CCOC(=O)c1c(C)[nH]c(C)c1S(=O)(=O)N(C)CC(=O)Nc1cccc(F)c1	-7	-11%	-3	-16	-4%	1%	2%	6	1%	-1%
